# PolyA inh: inhibitors of polyadenylation in S. cerevisiae. S. cerevisiae SKY197-pL101 polyadenylation reporter, beta-gal luminescence; efflux-impaired pdr1/pdr3 knockout yeast; score 100 = 6 SD above DMSO. calls only at 12 µM. actives 0.02% (n = 300,000). AID 1875;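 active means lowest replicate activity score at least 50, where 100 means six control SD above control mean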;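 further: yeast exposed to compound for 9 h at 30 °C; higher score means more reporter readthrough which indicates perturbed polyadenylation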
# KCNQ1 block: human KCNQ1 channel inhibition | CHO-K1 KCNQ1, FluxOR thallium flux fluorescence; hits give high values | P51787 | B-score at 10 µM | actives 1.3% (n = 310,000);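 active means compounds whose thallium flux B-score, printed positive for inhibition, exceeds three library SD while starting fluorescence stays within three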;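 further: channel opened by potassium depolarization with thallium stimulus after 20 min compound exposure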
# Target sequence (P51787 whole entry, looked up): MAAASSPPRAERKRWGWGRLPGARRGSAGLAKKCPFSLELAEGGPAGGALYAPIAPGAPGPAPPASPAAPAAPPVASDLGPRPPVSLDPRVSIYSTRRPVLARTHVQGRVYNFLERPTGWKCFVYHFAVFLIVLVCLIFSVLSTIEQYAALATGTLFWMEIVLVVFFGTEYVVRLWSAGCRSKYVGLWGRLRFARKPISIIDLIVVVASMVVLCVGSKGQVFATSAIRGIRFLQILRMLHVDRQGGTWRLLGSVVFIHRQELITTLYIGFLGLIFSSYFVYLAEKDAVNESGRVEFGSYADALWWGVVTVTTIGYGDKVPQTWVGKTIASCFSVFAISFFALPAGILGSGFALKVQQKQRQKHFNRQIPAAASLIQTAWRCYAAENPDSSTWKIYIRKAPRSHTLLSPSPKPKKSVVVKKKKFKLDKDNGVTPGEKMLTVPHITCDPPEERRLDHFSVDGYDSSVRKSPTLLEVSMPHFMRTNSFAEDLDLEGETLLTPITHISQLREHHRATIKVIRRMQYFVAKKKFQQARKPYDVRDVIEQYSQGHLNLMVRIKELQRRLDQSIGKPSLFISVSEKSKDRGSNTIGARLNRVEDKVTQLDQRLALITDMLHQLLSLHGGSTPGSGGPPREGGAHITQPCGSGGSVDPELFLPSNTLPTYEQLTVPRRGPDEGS
# KCNK9 block: human KCNK9 channel inhibition; Q9NPC2; HEK293 KCNK9, FluxOR thallium flux fluorescence; hits give low values; B-score at 10 µM; AID 488922; actives 1.2% (n = 310,000);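 active means ratio B-score over 3 SD below the library mean, with starting fluorescence within 5 SD of its mean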;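 further: negative B-score means less thallium flux so channel inhibition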
# Target sequence (Q9NPC2 whole entry, looked up): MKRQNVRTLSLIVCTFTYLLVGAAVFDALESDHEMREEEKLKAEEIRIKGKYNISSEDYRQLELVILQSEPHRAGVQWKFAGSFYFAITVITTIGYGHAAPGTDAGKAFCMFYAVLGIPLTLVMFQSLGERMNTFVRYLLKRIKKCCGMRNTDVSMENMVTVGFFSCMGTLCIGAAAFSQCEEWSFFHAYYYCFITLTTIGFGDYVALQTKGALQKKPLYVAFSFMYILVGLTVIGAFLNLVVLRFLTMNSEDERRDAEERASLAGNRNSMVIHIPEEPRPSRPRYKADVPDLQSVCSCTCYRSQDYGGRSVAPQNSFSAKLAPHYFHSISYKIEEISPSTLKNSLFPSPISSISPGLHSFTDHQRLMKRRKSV
# DYRK1A inh: Dyrk1A (rat) kinase inhibition. Q63470. ADP-Glo luminescence, NFATc1 peptide. inhibition, % at 12.5 µM. actives 0.43% (n = 310,000). AID 504441; in the data active means inhibition above about 50%;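 further: plate controls were vehicle with enzyme for no effect and no enzyme for full effect; many of its hits are not listed in these tables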
# Platelet DG rel: modulates dense granule release in human platelets | human platelet-rich plasma, SFLLRN dense granule ATP release, luminescence | inhibition, %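 (compounds screened at 7.5 µM in platelet-rich plasma)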 | actives 0.22% (n = 300,000) | AID 1663;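 active means mean replicate score, as percent of positive control, at or above 50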
# TRPC4 act: activators of mouse TRPC4 channel | Q9QUQ5 | HEK293 TRPC4beta/mu-opioid, Fluo4 calcium fluorescence; hits give high values | B-score at 10 µM | actives 0.49% (n = 310,000) | AID 2237;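 active means B-score above 5 SD of library B-scores, and initial fluorescence ratio not above library mean plus 5 SD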;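 further: positive B-score marks a calcium rise read as TRPC4 activation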
#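 Material: TRPC4beta and mu-opioid receptor HEK293 stable cells | Incubation: 45 min room-temperature Fluo4 loading, 110 s read | Detection: Kinetic Fluo4 calcium fluorescence | Measure: Integrated baseline-normalised fluorescence ratio, converted to per-well B score | Benchmarks: Low control buffer alone, high control maximal DAMGO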
# KCNK3 block: human KCNK3 channel inhibition, primary screen. CHO-KCNK3 thallium flux, FluxOR fluorescence; hits give low values. B-score at 10 µM. actives 0.84% (n = 340,000);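 active means B-score under library mean minus 4 SD, starting fluorescence ratio at most library mean plus 5 SD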;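 further: more negative B-score means stronger inhibition of thallium flux through KCNK3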
# KCNQ1 act: potentiators or activators of human KCNQ1 potassium channel | P51787 | CHO-K1 KCNQ1, thallium flux FluxOR fluorescence; hits give high values | B-score at 10 µM | actives 0.35% (n = 310,000);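 active means fluorescence ratio B-score, a plate-corrected score, at least three library SD, with initial intensity B-score within 5 SD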
#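 System: CHO-K1 cells stably expressing KCNQ1 / Medium: assay buffer for compound exposure, DMSO matched across wells / Reagent: thallium- and potassium-containing depolarizing buffer / Compound: one concentration, matched DMSO / Incubation: 20 min compound pretreatment at room temperature / Measured by: kinetic FluxOR fluorescence, 10 s baseline plus 110 s post-stimulus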
# TRPC4 PAM: allosterically enhances the mouse TRPC4 cation channel. Q9QUQ5. HEK293 TRPC4beta/mu-opioid, DAMGO EC20, Fluo-4 Ca2+ flux; hits give high values. B-score at 10 µM. actives 0.42% (n = 310,000). AID 2227;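 active means B-score of calcium response area above 5 SD of library B-scores, with initial fluorescence ratio within 5 SD of library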;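 further: B-score of integrated fluorescence ratio over time as area under calcium response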
# hERG rescue: compounds protecting human hERG from proarrhythmic drug block. actives 0.51% (n = 310,000). AID 1511. Q12809. CHO-hERG, FluxOR thallium flux, dofetilide IC70 present. activation (rescue from dofetilide block), less the hit threshold, % at 10 µM;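 active means activation above the mean of controls blocked by dofetilide plus 5 SD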;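 further: thallium influx through hERG after potassium depolarization seen as dye fluorescence rise; in these data hits start at about 4.7%; inactives centre near -7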
# TRPC4 inh: blocks the mouse TRPC4 cation channel. HEK293 TRPC4beta/mu-opioid, DAMGO-evoked Fluo4 calcium flux; hits give low values. B-score at 10 µM. Q9QUQ5. actives 0.39% (n = 300,000);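 active means B-score over 3 SD under the library average, no early fluorescence shift, positive overall ratio signal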
#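 Material: HEK293 cells with stable TRPC4beta plus mu-opioid receptor expression; probe or stimulus: DAMGO in two steps, submaximal then maximal; technique: Fluo4 calcium fluorescence by kinetic imaging, 5 s 1 Hz baseline; measure: integrated fluorescence ratio relative to baseline, converted to per-well B score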
# The depositor's hits bear a star; i = inactive; . = not tested or not shown. An excerpt; the hit share may differ from the screen's.
SMILES,PolyA inh,KCNQ1 block,KCNK9 block,DYRK1A inh,Platelet DG rel,TRPC4 act,KCNK3 block,KCNQ1 act,TRPC4 PAM,hERG rescue,TRPC4 inh
CCCCC(Br)C(=O)Nc1ccc(S(=O)(=O)Nc2cc(C)nc(C)n2)cc1 (stereo unspecified),i,i,i,-4,-2,i,i,i,i,-14,i
Cc1c(C(=O)O)oc2ccc(S(=O)(=O)N3CC(C)CC(C)C3)cc12 (stereo unspecified),.,i,i,-2,.,i,i,i,i,-1,i
CCOc1c(Br)cc(C2CC(=O)Nc3cc(OC)c(OC)cc32)cc1OC (stereo unspecified),i,i,i,-2,3,i,i,i,i,-13,i
COCC1CCN(C(=O)c2ccc3oc(CCCc4ccccc4)nc3c2)C1 (stereo unspecified),i,i,i,0,-2,i,i,i,i,-9,i
Cc1cc(=O)n2nc(N3CCCC(C(=O)NCc4ccccc4C)C3)sc2n1 (stereo unspecified),i,i,i,-1,-3,i,i,i,i,-5,i
COc1ccc(NC(=O)c2ccccc2N(Cc2ccccc2)S(C)(=O)=O)cc1,i,i,i,-6,17,i,i,i,i,-9,i
COCCN1CCCC(CNCc2cn(C)nc2-c2ccc(Oc3ccccc3)cc2)C1 (stereo unspecified),i,i,i,3,1,i,i,i,i,-3,i
COc1ccccc1C1CCN(Cc2ccc3ccccc3c2)CC1,i,i,i,2,1,i,i,i,i,-20,i
COCCn1c(=O)[nH]c2cc(C(=O)NC(C)C)ccc2c1=O,.,i,i,9,3,i,i,i,i,-14,i
O=C(O)COCC(=O)N1CCCN(c2ccc(C(F)(F)F)cn2)CC1,i,i,i,9,-1,i,i,i,i,-7,i
CCOC(=O)Cc1csc(NC(=O)CCCCCN2C(=O)c3ccccc3C2=O)n1,i,i,i,-7,-5,i,i,i,i,-4,i
CCOc1ccc(CNCc2ccccc2Cl)cc1,i,i,i,.,0,i,i,i,i,-5,i
O=C(Nc1ccc(Cl)cc1Cl)c1ccc2ncsc2c1,i,i,i,7,-6,i,i,i,i,-3,i
CCN1C(=O)[C@H]2[C@@H](c3ccc(-c4ccc(OC)cc4)c(OC)c3)N[C@@](C)(C(=O)OC)[C@H]2C1=O,i,i,i,-7,2,i,i,i,i,-4,i
COC(=O)c1cc([N+](=O)[O-])c(-n2ccnc2)c([N+](=O)[O-])c1,i,i,i,-2,-1,i,i,i,i,-9,i
O=C(c1cn(-c2ccccc2)nc1-c1cccnc1)N1CCCC(C(F)(F)F)C1 (stereo unspecified),i,i,i,-7,9,i,i,i,i,-10,i
O=C(Cn1c(COc2ccccc2)nc2ccccc21)Nc1cccc(Cl)c1,i,i,i,0,-3,i,i,i,i,6.2*,i
CC(C)Cc1nc(N2CCN(C(=O)c3ccco3)CC2)c(C#N)c2c1CCC2,i,i,i,-53,0,i,i,i,i,-10,i
CCCCn1c(N)c(N(CCOC)C(=O)COC(=O)CCOc2ccccc2)c(=O)[nH]c1=O,i,i,i,-1,17,i,i,i,i,-6,i
Cc1ccccc1Nc1nc(N)nc(COC(=O)/C=C/c2ccco2)n1,i,i,i,0,0,i,i,i,i,-23,i

# Retrieved by structure from the list above (3):
SMILES,PolyA inh,KCNQ1 block,KCNK9 block,DYRK1A inh,Platelet DG rel,TRPC4 act,KCNK3 block,KCNQ1 act,TRPC4 PAM,hERG rescue,TRPC4 inh
COCC1CCN(C(=O)c2ccc3oc(CCCc4ccccc4)nc3c2)C1 (stereo unspecified),i,i,i,0,-2,i,i,i,i,-9,i
COCCN1CCCC(CNCc2cn(C)nc2-c2ccc(Oc3ccccc3)cc2)C1 (stereo unspecified),i,i,i,3,1,i,i,i,i,-3,i
O=C(Cn1c(COc2ccccc2)nc2ccccc21)Nc1cccc(Cl)c1,i,i,i,0,-3,i,i,i,i,6.2*,i

# Further entries follow:
SMILES,PolyA inh,KCNQ1 block,KCNK9 block,DYRK1A inh,Platelet DG rel,TRPC4 act,KCNK3 block,KCNQ1 act,TRPC4 PAM,hERG rescue,TRPC4 inh
COc1ccccc1-c1sc2ccccc2c1-c1ccc(C(C)=O)cc1,i,i,i,6,1,i,i,i,i,-18,i
CCCCCNC(=O)c1ccc2c(=O)n(CCCOCC)c(=S)[nH]c2c1,i,i,i,-3,-11,i,i,i,i,-3,i
CCCCCc1ccc(S(=O)(=O)Nc2cc(C)ccn2)cc1,i,i,i,4,6,i,i,i,i,-6,i
O=S(=O)(NC1CCCCC1)c1ccc(N2CCOCC2)nc1,i,i,i,5,5,i,i,i,i,-8,i
CN1CCN(S(=O)(=O)c2cccc(S(=O)(=O)c3ccc(Cl)cc3)c2)CC1,i,i,i,4,-8,i,i,i,i,-5,i
CC(=O)c1cccc(CN2CCC(n3nccc3NC(=O)CCOc3ccccc3)CC2)c1,i,i,i,-1,4,i,i,i,i,-7,i
COc1cc(C2/C(=C(\O)c3ccc4c(c3)CC(C)O4)C(=O)C(=O)N2c2nnc(C)s2)cc(OC)c1OC (stereo unspecified),i,i,i,-5,3,i,i,i,i,-7,i
Cn1cc(CN2CCC(n3nccc3NC(=O)Cc3ccccc3)CC2)cn1,i,i,i,-7,-5,i,i,i,i,-9,i
c1cncc(-c2nn[nH]n2)c1,i,i,i,0,-6,i,i,i,i,7.5*,i
O=C1C2CCCCN2C(=O)N1CCCCN1CCN(c2ccccc2Oc2ccccc2)CC1 (stereo unspecified),i,i,i,-1,-5,i,i,i,i,-9,i
Cc1cccc(NC(=O)c2cccc(N3C(=O)CCC3=O)c2)c1,i,i,i,-4,5,i,i,i,i,-11,i
COc1cc(/C=C2\SC(=Nc3cccnc3)NC2=O)cc(OC)c1OC,i,i,i,.,-3,i,i,i,i,-8,i
COc1cccc(/C(O)=C2/C(=O)C(=O)N(CCN(C)C)C2c2ccccn2)c1 (stereo unspecified),i,i,i,-7,-2,i,i,i,i,-2,i
CC(=O)c1ccc(Sc2ccccc2N)c([N+](=O)[O-])c1,i,i,i,.,-2,i,i,i,i,-9,i
Cc1ccc2nc(NC(=O)CSCc3ccccc3)sc2c1,i,i,i,-4,1,i,i,i,i,-1,i
CC12C(=O)N(Cc3ccco3)C(=O)C1C1c3ccccc3C2c2ccccc21 (stereo unspecified),i,i,i,-1,0,i,i,i,i,-5,i
CC1CCCN(C(=O)COc2ccc(Nc3ccccc3)cc2)C1 (stereo unspecified),i,i,i,3,-5,i,i,i,i,-9,i
CCN1CCN(Cc2ccc(NC(=O)c3ccc(C)c(NC(=O)c4ccnnc4)c3)cc2C(F)(F)F)CC1,i,i,i,2,-3,i,i,i,i,-2,i
Cc1ccccc1NC(=O)CN1C(=O)c2cccnc2Oc2ccc(Cl)cc21,i,i,i,-2,-21,i,i,i,i,-13,i
Cn1c(CSCc2ccc(F)cc2)nnc1SCC(=O)Nc1cccc(C(=O)O)c1,i,i,i,0,-5,i,i,i,i,-8,i
O=c1[nH]c(NCCO)nnc1Cc1ccc(Cl)cc1,i,i,i,-4,-1,i,i,i,i,-4,i
O=[N+]([O-])c1ccc(CN2CCOCCOCCOCC2)cc1,i,i,i,.,4,i,i,i,i,-5,i
CN1CCN(C(=O)C2=C[C@@H](c3ccc4c(c3)OCO4)C[C@@H](OCc3ccc(CO)cc3)O2)CC1,i,i,i,2,0,i,i,i,i,-3,i
COc1ccc(COCC(O)CN2CCC(C(N)=O)CC2)cc1 (stereo unspecified),i,i,i,1,8,i,i,i,i,-6,i
O=C(O)c1ccccc1NC(=O)C(Cc1ccccc1)N1C(=O)c2ccccc2C1=O (stereo unspecified),i,i,i,-2,-2,i,i,i,i,0,i
CC(=O)C(C(C)=O)c1c(Cl)c(O)c(O)c2c(C(=O)c3ccccc3)coc12,i,i,i,5,3,i,i,i,i,-11,i
CCCOC(=O)c1ccc(Oc2c(-c3ccc(O)cc3O)n[nH]c2C)cc1,i,i,i,5,-3,i,i,i,i,-7,i
Cc1ccccc1NC(=O)NNC(=O)c1ccc2ccccc2c1,i,i,i,0,2,i,i,i,i,-12,i
O=C(NC1CCCCC1)NC1(C(=O)N2CCN3CCCC3C2)CCCCC1 (stereo unspecified),i,i,i,7,-1,i,i,i,i,-6,i
Oc1ccc(N2CCN(C(c3ccccn3)c3nnnn3C3CCCC3)CC2)cc1 (stereo unspecified),i,i,i,5,-6,i,i,i,i,-4,i
O=C1NN(c2ccccc2)C(=O)/C1=C\c1ccccc1OCC(=O)N1CCOCC1,i,i,i,-12,12,i,i,i,i,-11,i
O=C(O)CCNS(=O)(=O)c1ccccc1C(F)(F)F,i,i,i,-9,-2,i,i,i,i,-8,i
O=C(Nc1ccc(Oc2ccc(NC(=O)C3CCCO3)cc2)cc1)C1CCCO1 (stereo unspecified),i,i,i,-7,1,i,i,i,i,-6,i
Cc1onc(-c2c(Cl)cccc2Cl)c1C(=O)N1C=CC(C(F)(F)F)=NCC1,i,i,i,-6,15,i,i,i,i,-9,i
O=C(NC(Cc1ccccc1)C(=O)O)c1ccc(S(=O)(=O)N2CCCCC2)cc1 (stereo unspecified),i,i,i,-3,1,i,i,i,i,-6,i
Cc1nc(N2CCC(C(N)=O)CC2)c2nnn(Cc3ccccc3)c2n1,i,i,i,-9,14,i,i,i,i,-5,i
CCOC(=O)c1c(NC(=O)c2ccc(S(=O)(=O)N(C)CC3CCCO3)cc2)sc2c1CCN(C)C2 (stereo unspecified),i,i,i,-2,9,i,i,i,i,-6,i
O=C(c1ccc2c(c1)OCO2)N1CCC(Cc2ccccc2)CC1,i,i,i,-1,-8,i,i,i,i,-3,i
O=C(NC1CC1)c1ccc(S(=O)(=O)NC2CCCCCC2)cc1,i,i,i,-11,-2,i,i,i,i,-7,i

# Look-ups from above.
# For hERG rescue, Oc1ccc(N2CCN(C(c3ccccn3)c3nnnn3C3CCCC3)CC2)cc1 (stereo unspecified) is entered as -4
# For Platelet DG rel, O=C(NC(Cc1ccccc1)C(=O)O)c1ccc(S(=O)(=O)N2CCCCC2)cc1 (stereo unspecified) is entered as 1
# For hERG rescue, Cc1ccccc1NC(=O)NNC(=O)c1ccc2ccccc2c1 is entered as -12
# For Platelet DG rel, O=C(O)c1ccccc1NC(=O)C(Cc1ccccc1)N1C(=O)c2ccccc2C1=O (stereo unspecified) is entered as -2
# For hERG rescue, O=C(NC1CCCCC1)NC1(C(=O)N2CCN3CCCC3C2)CCCCC1 (stereo unspecified) is entered as -6
# For Platelet DG rel, O=[N+]([O-])c1ccc(CN2CCOCCOCCOCC2)cc1 is entered as 4

# Source: PubChem (several laboratories)
